KCNQ1 pot = human KCNQ1 channel potentiation or activation; B-score at 10 µM; AID 2648; CHO-K1 KCNQ1, thallium flux FluxOR fluorescence; hits give high values; 0.35% of 310,000 active; P51787;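 active means fluorescence ratio B-score, a plate-corrected score, at least three library SD, with initial intensity B-score within 5 SD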
Target sequence (P51787 whole entry, looked up): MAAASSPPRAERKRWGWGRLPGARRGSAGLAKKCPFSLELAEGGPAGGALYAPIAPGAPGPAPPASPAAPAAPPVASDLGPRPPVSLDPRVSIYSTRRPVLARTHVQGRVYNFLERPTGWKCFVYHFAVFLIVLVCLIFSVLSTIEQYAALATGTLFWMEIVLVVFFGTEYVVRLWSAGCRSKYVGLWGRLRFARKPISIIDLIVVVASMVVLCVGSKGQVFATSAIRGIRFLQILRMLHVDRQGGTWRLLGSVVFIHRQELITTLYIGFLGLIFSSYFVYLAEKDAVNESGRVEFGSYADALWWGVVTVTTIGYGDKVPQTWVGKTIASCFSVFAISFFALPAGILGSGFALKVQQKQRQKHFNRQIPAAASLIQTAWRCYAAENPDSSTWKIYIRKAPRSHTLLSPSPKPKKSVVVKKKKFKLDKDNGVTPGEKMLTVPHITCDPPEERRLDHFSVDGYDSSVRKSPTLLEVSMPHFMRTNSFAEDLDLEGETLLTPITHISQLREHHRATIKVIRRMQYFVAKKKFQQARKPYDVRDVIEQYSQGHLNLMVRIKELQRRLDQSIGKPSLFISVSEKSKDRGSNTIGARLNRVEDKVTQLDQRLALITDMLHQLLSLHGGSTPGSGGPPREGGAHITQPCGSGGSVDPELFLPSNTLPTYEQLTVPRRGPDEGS
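System: Stable KCNQ1 CHO-K1 line | Incubation: 90 min dye loading and 20 min compound exposure, both at room temperature | Measure: Ratio B score | Medium: Assay buffer for compound exposure, DMSO matched across wells | Compound dosing: Single-concentration screen | Probe or stimulus: K+/Tl+ depolarizing stimulus | Measured by: Kinetic FluxOR fluorescence, 10 s baseline plus 110 s post-stimulus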
TMEM16A act = activators or potentiators of mouse TMEM16A chloride channel. Q8BHY3. HEK293 TMEM16A/YFP-H148Q/I152L, iodide quench fluorescence; hits give low values. B-score at 10 µM. 0.3% of 340,000 active. AID 623877;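 active means fluorescence-ratio B-score plate-corrected deviation score at least 3 library SD below zero, with starting fluorescence score within 5 deviations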;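 further: channel opened by trigger with iodide after compound preincubation; score built on the fluorescence ratio of max minus min over baseline; more negative score means more quench and so TMEM16A activation or potentiation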
MrgX1 PAM = allosterically activates human MrgX1 receptor signaling | 0.63% of 310,000 active | MrgX1-HEK293, Fluo-4 calcium flux, FDSS; hits give high values | Q96LB2 | B-score at 10 µM;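 active means plate-corrected calcium response at least 3 library SD above typical, normal starting fluorescence, not activating the receptor alone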;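 further: compound read alongside a low EC10 to EC30 dose of BAM8-22 agonist; peak minus trough fluorescence over baseline measured at the second addition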
Target sequence (Q96LB2 whole entry, looked up): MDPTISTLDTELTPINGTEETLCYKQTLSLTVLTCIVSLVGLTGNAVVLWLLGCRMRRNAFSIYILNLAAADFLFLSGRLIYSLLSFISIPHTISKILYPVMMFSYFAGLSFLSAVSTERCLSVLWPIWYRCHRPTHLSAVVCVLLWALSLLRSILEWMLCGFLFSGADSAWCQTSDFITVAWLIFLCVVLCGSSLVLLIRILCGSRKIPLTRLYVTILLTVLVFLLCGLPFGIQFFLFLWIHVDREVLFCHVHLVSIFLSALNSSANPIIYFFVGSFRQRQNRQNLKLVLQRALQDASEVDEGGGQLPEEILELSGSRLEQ
KCNQ1 inh = human KCNQ1 channel inhibition; CHO-K1 KCNQ1, FluxOR thallium flux fluorescence; hits give high values; P51787; B-score at 10 µM; 1.3% of 310,000 active; AID 2642;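 active means compounds whose thallium flux B-score, printed positive for inhibition, exceeds three library SD while starting fluorescence stays within three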;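 further: channel opened by potassium depolarization with thallium stimulus after 20 min compound exposure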
KCNK3 inh = human KCNK3 channel inhibition, primary screen. O14649. CHO-KCNK3 thallium flux, FluxOR fluorescence; hits give low values. B-score at 10 µM. 0.84% of 340,000 active. AID 602410;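 active means B-score under library mean minus 4 SD, starting fluorescence ratio at most library mean plus 5 SD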;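 further: more negative B-score means stronger inhibition of thallium flux through KCNK3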
RGS4 block = inhibitors of human RGS4. 0.45% of 310,000 active. P49798. B-score at 10 µM. HEK293 M3R/RGS4 inducible, Fluo-4 calcium flux; hits give high values; triggered by carbachol at its EC20;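 active means B-score, a plate-corrected calcium signal, over three deviations above library mean, with baseline fluorescence within five deviations of library mean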;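 further: RGS4 expression induced by doxycycline in cells with stable M3 receptor; B-score is computed from the integrated fluorescence ratio over baseline after carbachol; higher B-score means a larger calcium signal and so more RGS4 inhibition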
KCNK9 block = inhibitors of human KCNK9 two-pore domain potassium channel | Q9NPC2 | HEK293 KCNK9, FluxOR thallium flux fluorescence; hits give low values | B-score at 10 µM | 1.2% of 310,000 active;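 active means ratio B-score over 3 SD below the library mean, with starting fluorescence within 5 SD of its mean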;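 further: negative B-score means less thallium flux so channel inhibition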
RGS4 act = RGS4 potentiation or activation | B-score at 10 µM | HEK293 M3R/inducible RGS4, carbachol calcium flux Fluo4; hits give low values | AID 463111 | 0.92% of 310,000 active;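 active means B-score of the integrated calcium signal more than 4 SD below the library mean, with starting fluorescence not abnormally high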;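 further: negative B-score means reduced calcium response which marks RGS4 activation or potentiation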
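Reagent: ECmax carbachol challenge; Test system: M3R-expressing HEK293 line, RGS4 induced by doxycycline; Schedule: overnight RGS4 induction, 30 min dye load 37 °C, 20 min compound RT; Detection: calcium dye Fluo4 fluorescence; Read-out: Agonist-evoked peak-minus-minimum fluorescence over baseline, integrated ratio, B score.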
MrgX1 ag = activates human MrgX1 receptor signaling | Q96LB2 | MrgX1-HEK293 cells, Fluo-4 calcium fluorescence, agonist mode; hits give high values | B-score at 10 µM | 0.44% of 310,000 active;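 active means calcium response B-score plate-corrected fluorescence ratio at least 3 library SD, with starting fluorescence B-score inside 5 SD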
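Test system: HEK293 cells stably expressing human MrgX1 receptor; amount: 15,000 cells per well; doses: compound delivered in addition one of three; times: overnight plating before 1 h dye loading; detection: Fluo-4 NW calcium-flux fluorescence, kinetic read; read-out basis: B-scored fluorescence response ratio; controls: positive and negative controls per plate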
hERG protect = shields human hERG channel from block by proarrhythmic agents | Q12809 | CHO-hERG, FluxOR thallium flux, dofetilide IC70 present | activation (rescue from dofetilide block), less the hit threshold, % at 10 µM | 0.51% of 310,000 active | AID 1511;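 active means activation above the mean of controls blocked by dofetilide plus 5 SD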;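 further: thallium influx through hERG after potassium depolarization seen as dye fluorescence rise; in these data hits start at about 4.7%; inactives centre near -7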
ANO1 block = inhibitors of mouse TMEM16A calcium-activated chloride channel. normalized B-score (activity score, 25-100; higher = stronger inhibition) at 10 µM. AID 588511. Q8BHY3. HEK293 TMEM16A/YFP iodide influx fluorescence, ionomycin. 1.2% of 310,000 active;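 active means ratio plate-corrected score three or more library SD toward inhibition, starting fluorescence score within five deviations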;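 further: score derived from kinetic fluorescence span divided by baseline fluorescence per well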
Starred values were filed as active, the others as inactive; i = inactive; · = no result given.

SMILES | KCNQ1 pot | TMEM16A act | MrgX1 PAM | KCNQ1 inh | KCNK3 inh | RGS4 block | KCNK9 block | RGS4 act | MrgX1 ag | hERG protect | ANO1 block
O=C(Cc1ccccc1)NCC1CCCO1 (configuration not stated) | i | i | i | i | i | i | i | i | i | -10 | i
O=C(NCC1CCCO1)c1cccc(Br)c1 (configuration not stated) | i | i | i | i | i | i | i | i | i | -9 | i
Cc1cc(NC(=O)Cn2cnc3c(nnn3-c3ccc(C)c(Cl)c3)c2=O)no1 | i | i | i | i | i | i | i | i | i | -7 | i
COC(=O)c1ccc(S(=O)(=O)N2CCN(CCO)CC2)n1C | i | i | i | i | i | i | i | i | i | -9 | i
O=C(O)COc1c(-c2ccccc2)oc2ccccc2c1=O | i | i | i | i | i | i | i | i | i | -12 | i
COc1cccc([C@@H]2Oc3ccc(OC)cc3C(=O)[C@H]2O)c1 | i | i | i | i | i | i | i | i | i | -10 | i
O=c1c(Cc2ccccc2)c(O)ccn1CCc1cnc[nH]1 | i | i | i | i | i | i | i | i | i | 1 | i
COc1ccc(/C=C/C(=O)OCC(=O)c2c(N)n(C)c(=O)n(C)c2=O)c(OC)c1 | i | i | i | i | i | i | i | i | i | -12 | i
Cc1cc(Cl)c(OCCOCCN2CCCCC2)c(Br)c1 | i | i | i | i | i | i | i | i | i | -2 | i
Nn1c(SCC(=O)N2CCCCC2)nnc1-c1ccncc1 | i | i | i | i | i | i | i | i | i | -6 | i
CCc1ccc(C=NC23CN4CN(CN(C4)C2)C3)s1 | i | i | i | i | i | i | i | i | i | -9 | i
CC(C)S(=O)(=O)N1CCN(c2ccnc3cc(Cl)ccc23)CC1 | i | i | i | i | i | i | i | i | i | -12 | i
CC(=O)NC1C(Oc2ccc3c(C)cc(=O)oc3c2)OC(COC(C)=O)C(OC(C)=O)C1OC(C)=O (configuration not stated) | i | i | i | i | i | i | i | i | i | -3 | i
c1ccc(-n2nnnc2-c2cnc(-c3ccncc3)nc2-c2cccs2)cc1 | i | i | i | i | i | i | i | i | i | -1 | i
COc1ccc(/C=C(/NC(=O)c2ccccc2)C(=O)NC(Cc2c[nH]c3ccccc23)C(=O)O)cc1 (configuration not stated) | i | i | i | i | i | i | i | i | i | -4 | i
COc1cc2cc(C(=O)N[C@@H](Cc3ccccc3)C(=O)O)n(C)c2c(OC)c1OC | i | i | i | i | i | i | i | i | i | 1 | i
O=S(=O)(CCNCc1cccs1)c1ccc(Cl)cc1 | i | i | i | i | i | i | i | i | i | -5 | i
CC(C)(C)C(=O)OC/C(N)=N/OC(=O)c1ccc(Cl)cc1 | i | i | i | i | i | i | i | i | i | -7 | i
Cc1ccc(-c2cnc(-c3ccncc3)o2)cc1 | i | i | i | i | i | i | i | i | i | -7 | i
Cc1ccc(-n2[nH]c(C)c(/C=N/NC(=O)c3ccc([N+](=O)[O-])cc3)c2=O)c(C)c1 | i | · | i | i | · | i | i | i | i | -8 | i
O=C(CNC(=S)N(CCCN1CCOCC1)Cc1cccs1)NC1CC1 | i | i | i | i | i | i | i | i | i | -10 | i
Cc1cc2nnc(SCC(=O)N3CCCCC3)n2c(N)n1 | i | i | i | i | i | i | i | i | i | -14 | i
Cc1ccc2c(c1)N(C(=O)CCC(=O)N1CCC(C(N)=O)CC1)CC(C)O2 (configuration not stated) | i | i | i | i | i | i | i | i | i | -5 | i
COC(=O)CN1CCN(C(=O)c2ccco2)CC1 | i | i | i | i | i | i | i | i | i | -3 | i
CCOC(=O)N1CCN(C(=O)c2ccc(OCC)cc2)CC1 | i | i | i | i | i | i | i | i | i | -5 | i

(further entries)
SMILES | KCNQ1 pot | TMEM16A act | MrgX1 PAM | KCNQ1 inh | KCNK3 inh | RGS4 block | KCNK9 block | RGS4 act | MrgX1 ag | hERG protect | ANO1 block
COc1ccc(C(=O)COC(=O)CCN2C(=O)C3C4CCC(C4)C3C2=O)cc1 (configuration not stated) | i | i | i | i | i | i | i | i | i | -9 | i
COc1ccc(-c2cnc3n2CCCCC3)cc1 | i | i | i | i | i | i | i | i | i | -10 | i
COc1ccc(Nc2nc(NCc3ccco3)nc(N/N=C/c3ccccc3F)n2)cc1 | i | i | i | i | i | i | i | i | i | -22 | i
COc1ccc(N2CCN(C(CNC(=O)C(C)C)c3ccc4c(c3)OCO4)CC2)cc1 (configuration not stated) | i | i | i | i | i | i | i | i | i | -1 | i
CCOC(=O)C1CCN(C(=O)COc2ccc3c(C)cc(=O)oc3c2)CC1 | i | i | i | i | i | i | i | i | i | -16 | i
CC(=O)c1ccc(N(C(=O)CNC(=O)c2cccs2)C(C(=O)NCC2CCCO2)c2ccccc2)cc1 (configuration not stated) | i | i | i | i | i | i | i | i | i | -9 | i
COc1ccc(NC(=O)CN2C(=O)c3ccccc3S2(=O)=O)cc1OC | i | i | i | i | i | i | i | i | i | -6 | i
CC(=O)c1cccc(OCc2cc(C(=O)N(C)CCC3CCOCC3)no2)c1 | i | i | i | i | i | i | i | i | i | -11 | i
CC(C)C(=O)Nc1ccc2c(c1)C(=O)NC2=O | i | i | i | i | i | i | i | i | i | -7 | i
CC1CCc2cc(F)ccc2N1C(=O)C1(C)CC1(Cl)Cl (configuration not stated) | i | i | i | i | i | i | i | i | i | -10 | i
COC(=O)c1cc(S(=O)(=O)NCc2ccccc2)c[nH]1 | i | i | i | i | i | i | i | i | i | -11 | i
O=c1cc(CN2CCN(c3ccccc3F)CC2)c2cc3c(cc2o1)CCCC3 | i | i | i | i | i | i | i | i | i | -10 | i
C#Cc1ccc([C@H]2C=C(C(=O)OCC=C)O[C@@H](OCCCCO)C2)cc1 | i | i | i | i | i | i | i | i | i | -8 | i
NS(=O)(=O)c1ccc(CCNC(=O)c2nc(CS(=O)(=O)c3ccc(Cl)cc3)no2)cc1 | i | i | i | i | i | i | i | i | i | -14 | i
CSc1nc(Oc2ccc3ccccc3c2)c2ccccc2n1 | i | i | i | i | i | i | -7.2* | i | i | -10 | i
Cc1ccc(NCc2nnc(SCC(=O)Nc3cc(C)on3)n2C)cc1 | i | i | i | i | i | i | i | i | i | -2 | i
C/C(=C\c1cccc(Br)c1)C(=O)c1c(C)cc(C)[nH]c1=O | i | i | i | i | i | i | i | i | i | -3 | i
COc1ccc(CNc2nc3c(c(=O)n(Cc4ccc(F)cc4)c(=O)n3C)n2C)cc1 | i | i | i | i | i | i | i | i | i | -21 | i
COC(=O)c1ccccc1NC(=O)N1CCN(S(=O)(=O)c2ccc(Cl)cc2)CC1 | i | i | i | i | i | i | i | i | i | -13 | i
O=C1CSC(=S)N1c1ccc(O)cc1 | i | i | i | i | i | i | i | i | i | -8 | i
O=C(Nc1cc(C(F)(F)F)ccc1Cl)c1ccc(NC(=O)C(F)(F)F)cc1 | i | i | i | i | i | i | i | i | i | -8 | i
O=[N+]([O-])c1cc(-c2csc(NC(CO)c3nc4ccccc4n3CCOCCO)n2)ccc1Cl (configuration not stated) | i | i | i | i | i | 7.7* | i | i | i | -3 | i
COc1ccc(C(=O)Nc2cc(C(=O)c3ccccc3)c(C)oc2=O)cc1 | i | i | i | i | i | i | i | i | i | -7 | i
O=C(NCC(=O)N1CC(O)CC1C(=O)N1CC(O)CC1C(=O)OCc1ccccc1)OCc1ccccc1 (configuration not stated) | i | i | i | i | i | i | i | i | i | -8 | i
Cc1ccc(CS(=O)(=O)CC(C)(O)c2ccccc2)cc1 (configuration not stated) | i | i | i | i | i | i | i | i | i | 0 | i

Entries above that contain a furan ring, fused or not, in the order listed:
SMILES | KCNQ1 pot | TMEM16A act | MrgX1 PAM | KCNQ1 inh | KCNK3 inh | RGS4 block | KCNK9 block | RGS4 act | MrgX1 ag | hERG protect | ANO1 block
COC(=O)CN1CCN(C(=O)c2ccco2)CC1 | i | i | i | i | i | i | i | i | i | -3 | i
COc1ccc(Nc2nc(NCc3ccco3)nc(N/N=C/c3ccccc3F)n2)cc1 | i | i | i | i | i | i | i | i | i | -22 | i

Other entries
SMILES | KCNQ1 pot | TMEM16A act | MrgX1 PAM | KCNQ1 inh | KCNK3 inh | RGS4 block | KCNK9 block | RGS4 act | MrgX1 ag | hERG protect | ANO1 block
CCOc1ccc(CN2CCN(Cc3cccn3-c3cccnc3)CC2CCO)cc1 (configuration not stated) | i | i | i | i | i | i | i | i | i | -15 | i
CC(Oc1ccccc1)C(=O)OCC(=O)N1CC(=O)Nc2ccccc21 (configuration not stated) | i | i | i | i | i | i | i | i | i | -9 | i
COc1cccc(-c2nn(C)c3sc(C(=O)NCc4ccccn4)cc23)c1 | i | i | i | i | i | i | i | i | i | -3 | i
CC(C)(C)OC(=O)NCCCC[C@H](NC(=O)c1[nH]cnc1C(=O)Nc1ccc(Cl)cc1)C(=O)OC(C)(C)C | i | i | i | i | i | i | i | i | i | -1 | i
O=C1C(Cl)=C(N2CCCCC2)C(=O)N1c1ccccc1 | i | i | i | i | i | i | i | i | i | -10 | i
Cc1ccc(NC(=O)/C(=C\c2ccc3c(c2)OCO3)NC(=O)c2ccco2)cc1 | i | i | i | i | i | i | i | i | i | -9 | i
Cc1ccsc1/C=C1/SC(=O)N(CC(=O)N2CCOCC2)C1=O | i | i | i | i | i | i | i | i | i | -8 | i
COc1ccc(C2C(C(=O)N3CCOCC3)CCC(=O)N2c2cc(OC)c(OC)c(OC)c2)cc1 (configuration not stated) | i | i | i | i | i | i | i | i | i | -1 | i
COc1ccc2cc(CN(CCc3ccccc3)Cc3nnnn3Cc3ccco3)c(=O)[nH]c2c1 | i | i | i | i | i | i | i | i | i | -11 | i
CC(C)C(NS(=O)(=O)c1cccs1)C(=O)NCCN1CCN(c2ccccc2)CC1 (configuration not stated) | i | i | i | i | i | i | i | i | i | -11 | i
CC1Cc2ccccc2N1C(=O)CSc1nc2ccccc2n1CC(=O)N1CCOCC1 (configuration not stated) | i | i | i | i | i | i | i | i | i | -10 | i
CCCCOC(=O)c1ccc(OC(=O)N2CCOCC2)cc1 | i | i | i | i | i | i | i | i | i | -7 | i
Cc1ccc(C)c(/C=N/n2cc(-c3ccccc3)[nH]c2=S)c1 | i | i | i | i | i | i | i | i | i | -9 | i
